Screens as filed in PubChem BioAssay.
TTR transcr act: increases transthyretin transcription; SH-SY5Y TTR promoter Gaussia luciferase, luminescence; 100% = recombinant luciferase protein wells; activation, % at 16.7 µM; 92,000 tested, 1.3% active; AID 1117267;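 active = activation above the mean of all tested compounds plus 3 SD, cut at about 9.5% in these data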;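 also: cells exposed to compounds for one day before reading; 0% = median of all test compound wells on the plate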
Numbers without * were called inactive.

SMILES	TTR transcr act
CN(C)C(=O)[C@H]1C[C@H]1[C@@H](O)[C@H](CO)NC(=O)[C@H](COCc1ccccc1)NC(=O)OC(C)(C)C	0.1
c1ccc2c(NCCc3c[nH]c4ccccc34)c3ccccc3nc2c1	5.7
O=C(Oc1ccc(C(=S)N2CCOCC2)cc1Br)c1ccccc1F	-1.5
COc1cccc(CN2CCN(c3nc4nonc4nc3NC3CC3)CC2)c1	-1.6
O=c1c(C/C=C/c2ccccc2)c(O)ccn1Cc1ccc(Cl)cc1Cl	1.4
CCC(C)NC(=O)C(NS(=O)(=O)c1ccc2c(c1)c(=O)n(C)c(=O)n2C)c1ccccc1 (stereo unspecified)	-1.2
COCCn1nnnc1C(c1ccc(Cl)cc1)N1CCN(C(=O)c2ccco2)CC1 (stereo unspecified)	-0.2
CCOc1ccc(OCC)c(NC(=O)C2C3C=CC(O3)C2C(=O)NCc2ccco2)c1 (stereo unspecified)	1.1
CCOC(=O)CCC(=O)Nc1ccc(S(=O)(=O)N2CCc3ccccc32)cc1	-1.6
O=C(C(c1ccccc1)c1ccccc1)N1CC[C@@]2(O)CCCC[C@H]2C1	0.7
CCOC(=O)C1CCCCN1C(=O)c1oc2c(Cl)cc(C)cc2c1C (stereo unspecified)	0.2
CCCCNCc1cc(Br)c(OCC(=O)NCc2ccccc2)c(OC)c1	5.9
CCCC1CCC2(CC1)CCC2OC(=S)Nc1ccccc1C(F)(F)F (stereo unspecified)	-0.2
COc1ccc(CN2CCC(n3nccc3NC(=O)C3CCCC3)CC2)c(OC)c1	0.4
Cc1c(Cl)cccc1N1CC(C(=O)Nc2nccs2)CC1=O (stereo unspecified)	-2.2
Cc1[nH]c2ccccc2c1N=Nc1cccc(C(=O)O)c1	-0.8
CC(c1ccccc1)n1cc(C(=O)NCCN2CCOCC2)nn1 (stereo unspecified)	-1.5
COc1ccc(NC(=O)c2c([N+](=O)[O-])c(C(C)(C)C)nn2C)cc1	-1.7
O=C(O)C(=Cc1ccc([N+](=O)[O-])cc1)c1cccc(Cl)c1	-1.1
O=C(/C=C/c1ccccc1)NCCSc1ccc(Cl)cc1	2.0

Brought forward from above: 2 compounds; new compounds follow.
SMILES	TTR transcr act
O=C(O)C(=Cc1ccc([N+](=O)[O-])cc1)c1cccc(Cl)c1	-1.1
O=C(/C=C/c1ccccc1)NCCSc1ccc(Cl)cc1	2.0
NC(=O)C1(Nc2ccccc2Cl)CCCC1	-2.8
Oc1ccc(/C=C/c2ccc3ccccc3n2)cc1	-0.7
COc1ccc(OCCNC(=O)c2ccccc2OCC(=O)Nc2ccc(NC(C)=O)cc2)cc1	1.2
O=S(=O)(c1ccc(Cl)cc1)N1CCCC1c1nc(-c2ccc(Cl)cc2)no1 (stereo unspecified)	-1.5
COc1ccc(OC)c(NS(=O)(=O)c2ccc3c(c2)CCC(=O)N3)c1	0.3
COc1ccc(C2C(C(=O)c3ccco3)=C(O)C(=O)N2CC2CCCO2)cc1 (stereo unspecified)	0.3
CCc1ccc(NC(=O)COc2ccc(/C=C(/C#N)c3nc4ccccc4[nH]3)cc2OC)cc1	-6.3
O=C(/C=C/c1ccccc1)NCC(=O)N/N=C/c1ccco1	0.7
O=C(NNC(=O)c1sccc1-n1cccc1)Nc1ccccc1	0.5
COc1ccc(Nc2c(-c3ccc(F)cc3)nc3nc(C)cc(C)n23)cc1	0.5
Cc1ccc(NC(=O)CSCC(=O)N(C)CC(=O)Nc2cccc3ccccc23)cc1	-2.1
c1ccc(-c2nnc3ccc(N4CCC5(CC4)OCCO5)nn23)cc1	1.3
CCC(c1nnnn1-c1ccc2c(c1)OCCO2)N1CCN(c2cc(C)ccc2C)CC1 (stereo unspecified)	-1.6
O=C(O)C(Cc1ccccc1)N1C(=O)C=CC1=O (stereo unspecified)	0.0
COC(=O)C1=C(C)N(CCc2ccc(OC)c(OC)c2)C(=O)/C1=C\N(C)C	1.3
Cc1cc(C(=O)CN2C(=O)NC(CC(C)C)C2=O)c(C)n1C1CC1 (stereo unspecified)	-0.6
O=C(CCNS(=O)(=O)c1ccccc1C(F)(F)F)N1CCN(S(=O)(=O)c2cccc(Cl)c2)CC1	-1.5
CCOC(=O)c1cnc2nc(SC)nn2c1N	0.2
CCN1CCN(C(C)CCc2ccccc2)CC1 (stereo unspecified)	0.0
Cn1ncc(S(=O)(=O)Cc2ccccc2)c(Cl)c1=O	-1.9
O=C(NC(=O)c1c(Cl)cccc1Cl)Nc1ccc(Oc2cccnc2)nc1	-1.1
O=C(NCc1ccc(F)cc1)c1ccc(CS(=O)(=O)Cc2ccc(F)cc2)o1	-2.6
COc1ccc(NS(=O)(=O)c2cccc(-c3nnc4n3CCCCC4)c2)cc1	5.3
CCCOc1ccc(C(=O)Nc2cc(S(=O)(=O)N3CCOCC3)ccc2N2CCN(CC)CC2)cc1OC	-1.1
COc1ccc(NC(=S)NNC(=O)Cn2nc(C(F)F)cc2C(F)F)cc1	2.4
Cc1ccc(-c2csc3nc(C(C)C)oc(=O)c23)c(C)c1	2.9
O=C1OCC2=C1C(c1ccc(F)cc1)c1cc3c(cc1N2)OCO3 (stereo unspecified)	-1.6
COc1cccc(OC)c1C(=O)Nc1cc(C)on1	1.4
CCOC(=O)c1ccc2c(c1)NC(=O)C(N1CCN(c3ccc(OC)cc3)CC1)S2 (stereo unspecified)	-0.1
COc1ccc(NC(C)C(=O)N2CCN(Cc3ccccc3)CC2)cc1 (stereo unspecified)	0.1
O=c1oc2ccccc2n1CCc1ccccc1	2.2
CN(C(=O)CN1C(=O)/C(=C/c2ccc(Cl)cc2)SC1=S)C1CCS(=O)(=O)C1 (stereo unspecified)	1.6
CC1=C([N+](=O)[O-])C(c2ccccc2C(F)(F)F)NC(=O)N1C (stereo unspecified)	0.9
N/C(=N\OC(=O)c1cccc2ccccc12)c1ccccn1	-0.7
CCCCNC(=O)CSc1nc2n[nH]c(C)c2c(=N)n1-c1cccc(Cl)c1C	-1.1
Cc1cc(NC(=O)Cn2c(C)nc3ccccc3c2=O)ccc1Br	4.0
CC(=O)N1CN(S(=O)(=O)c2ccc(C)cc2)CC1C (stereo unspecified)	-0.9
S=c1[nH]nc(-c2cccc(Cl)c2)n1/N=C/c1ccc(-c2ccccc2Br)o1	0.1
COc1ccc(Cl)cc1C(=O)NCCCSc1ccccc1	-0.7
CCOC(=O)c1nn(-c2ccc(OC)cc2)c(=O)c2c(N)scc12	-1.7

Random excerpt: 4 compounds from above, in no set order.
SMILES	TTR transcr act
O=C(NCc1ccc(F)cc1)c1ccc(CS(=O)(=O)Cc2ccc(F)cc2)o1	-2.6
O=c1oc2ccccc2n1CCc1ccccc1	2.2
N/C(=N\OC(=O)c1cccc2ccccc12)c1ccccn1	-0.7
COc1ccc(Cl)cc1C(=O)NCCCSc1ccccc1	-0.7

Remaining list, next part:
SMILES	TTR transcr act
Nc1ccc2nc(SCc3ccccc3F)sc2c1	-0.5
O=C(NC(=S)Nc1ccc(CN2CCCCC2)cc1)c1cccc(OCc2ccccc2)c1	-1.3
CCOC(=O)c1c(N)n(-c2ccc(N)cc2)c2nc3ccccc3nc12	-0.5
CNc1nc(-c2ccccc2)cc(C(F)(F)F)c1C#N	-0.8
CCCCN1C(N)=NC[C@@H]1Cc1ccccc1	-0.1
COc1cc(NC(C)CCCNC(C)C)c2ncccc2c1OC (stereo unspecified)	-1.0
O=C(Nc1ccc(Br)cc1)OC1CC2CC1[C@H]1CCCCN1C2 (stereo partly specified)	2.1
Cc1oc(-c2ccc(-c3ccccc3)cc2)nc1CN(C)C1CCOC1 (stereo unspecified)	-2.3
CCOC(=O)C1CCN(S(=O)(=O)c2ccc(-c3ccc(=O)[nH]n3)o2)CC1	-0.7
N#CC(C#N)=C(N)Nc1cccc(Cl)c1	-1.1
COC(=O)C1(C)COP(=O)(NC23CC4CC(CC(C4)C2)C3)OC1 (stereo unspecified)	1.1
COc1ccc(OC)c(/C=N/NC(=O)c2cnccn2)c1	0.4
Brc1ccc(N2O[C@H]3C=C[C@@H]2C3)nc1	-0.4
COc1ccc(Cn2c(=O)[nH]c3cc(OC)c(OC)cc3c2=O)cc1	1.5
O=[N+]([O-])c1cnn2cc(Br)cnc12	-0.6
O=C(CN1CCN(S(=O)(=O)c2ccc(F)cc2)CC1)Nc1cccc(C(F)(F)F)c1	-0.9
CCc1sc(C(=O)Nc2cc(Cl)ccc2N2CCCCC2)cc1C	-0.5
Cn1c(CCC(=O)Nc2cc(S(C)(=O)=O)ccc2Cl)nc2cc(S(=O)(=O)N3CCOCC3)ccc21	0.2
CCOCC(=O)NCc1ccc2c(c1)OCO2	12*
O=C1CCN(Cc2ccccc2)C(=S)N1	2.1
O=C(NCC1CCCN1S(=O)(=O)c1cccs1)c1ccc(Cl)cc1 (stereo unspecified)	-1.0
CC1=NN(C(=O)c2ccncc2)C(=O)C1N=Nc1ccc2ccccc2c1 (stereo unspecified)	5.5
CN(C1CCCCC1)S(=O)(=O)c1ccc(-c2ccccn2)s1	4.5
Cc1nc(SCCC(C)C)c([N+](=O)[O-])[nH]1	-1.3
Cc1ccc(S(=O)(=O)N(C)c2nc3ccccc3[nH]c2=S)cc1	2.5
O=c1ccc2cc(S(=O)(=O)Nc3ccccc3F)ccc2o1	0.3
CCCn1c(=O)c(Br)cn(-c2ccccc2C)c1=O	0.9
O=C(c1ccc([N+](=O)[O-])cc1)N(Cc1ccc(Cl)cc1Cl)N1C(=O)CCCC1=O	0.5
CC1=C(C(=O)OCc2ccccc2)C(c2ccccc2)NC(=O)N1CCCCCC(=O)O (stereo unspecified)	0.4
COc1ccc2c(CC(=O)OCC(=O)c3ccccc3OC)coc2c1	8.1
Cc1onc(-c2ccccc2Cl)c1C(=O)OCC(=O)c1ccc2c(c1)OCCO2	0.6
CCOC(=O)COc1nc(-c2ccco2)cc(-c2ccco2)c1C#N	-0.9
COc1ccc(C(=O)N2CCN(C(=O)C3COc4ccccc4O3)CC2)cc1OC (stereo unspecified)	3.3
Cc1csc(SCC(=O)Nc2ccc3c(c2)OCCO3)n1	-1.2
O=C(O)COc1ccc(/C=N/NC(=O)COc2nsnc2N2CCOCC2)cc1	1.4
OCCN1CCN(CC/C=C2/c3ccccc3CSc3ccccc32)CC1	-0.7
COc1ccc(N=C(C)C2=C(O)CSC2=O)cc1	1.3
O=C(O)C=C1C2CC3CC(C2)CC1C3	1.9
CS(=O)(=O)N(Cc1ccco1)CC(O)Cn1cc(C=O)c2ccccc21 (stereo unspecified)	-1.1
CCN1CCN(c2ccc(NC(=O)c3cccc(F)c3)cc2Cl)CC1	-0.1

For convenience, some entries already given:
SMILES	TTR transcr act
CN(C)C(=O)[C@H]1C[C@H]1[C@@H](O)[C@H](CO)NC(=O)[C@H](COCc1ccccc1)NC(=O)OC(C)(C)C	0.1
c1ccc2c(NCCc3c[nH]c4ccccc34)c3ccccc3nc2c1	5.7
O=C(Oc1ccc(C(=S)N2CCOCC2)cc1Br)c1ccccc1F	-1.5
COc1cccc(CN2CCN(c3nc4nonc4nc3NC3CC3)CC2)c1	-1.6
O=c1c(C/C=C/c2ccccc2)c(O)ccn1Cc1ccc(Cl)cc1Cl	1.4
CCC(C)NC(=O)C(NS(=O)(=O)c1ccc2c(c1)c(=O)n(C)c(=O)n2C)c1ccccc1 (stereo unspecified)	-1.2

(list continues)
SMILES	TTR transcr act
COc1ccc(C2CC(c3ccc4ccccc4c3)=NN2C(=O)CNC2CCCCC2)cc1 (stereo unspecified)	-1.0
O=C(NCc1ccc(Cl)cc1)c1ccc(CNc2c(N3CCOCC3)c(=O)c2=O)cc1	0.1
CC(C)(C)c1cc(N)on1	6.2
CCn1cc(C(=O)Nc2ccc(F)c(F)c2)cn1	2.7
CCc1c(C)nc(SC(C(=O)O)c2ccccc2)c(C#N)c1C (stereo unspecified)	0.2
CCCCn1c(SCC(N)=O)nc2c(sc3ccccc32)c1=O	-1.0
CCN(C[C@H]1N[C@@](C)(C(=O)OC)[C@H]2C(=O)N(C)C(=O)[C@@H]12)C(=O)c1ccc(C)cc1	0.2
CC1=C(C(=O)N2CCOCC2)CC(CC(=O)NC2CC2)C(=O)N1Cc1ccc(C(C)(C)C)cc1 (stereo unspecified)	-0.4
COc1ccc2[nH]c(C)c(CCNC(=S)Nc3cc(C)cc(C)c3)c2c1	2.2
O=C(Nc1ccc(CN2CCOCC2)cc1)c1ccc(-c2cccc(Cl)c2)o1	-6.0
CCSc1nc2c(cnn2-c2ccccc2)c(=O)n1N	-1.6
COCCNC(=O)c1ccc(C2SCC(=O)N2CCc2ccccc2)cc1 (stereo unspecified)	-1.6
O=C(Nc1ccc(N2CCCC2)cc1)c1cccc(Cl)c1Cl	-2.5
Cc1cc(Br)ccc1NC(=O)C1C2CCC(O2)C1C(=O)O (stereo unspecified)	2.2
COc1ccc(S(=O)(=O)N2CCC(C(=O)N3CCN(C)CC3)CC2)cc1Cl	1.2
O=C(CSc1nc2ncc(Cl)cc2[nH]1)c1ccc2c(c1)OCO2	-0.8
CCOC(=O)C1CCCN(c2nc3ccccc3nc2C(C#N)C(=O)OC(C)COC)C1 (stereo unspecified)	-0.1
CC(C)C(NC(=O)c1ccc(Cl)cc1Cl)C(=O)N1CCC1 (stereo unspecified)	-0.8
COc1cc(C(=O)OC(C)CN2C(C)CCCC2C)cc(OC)c1OC (stereo unspecified)	-0.5
Clc1ncc(CN2CCN(c3ccccc3)CC2)s1	-0.2
COc1ccc(C(=O)NCc2nnc(SCC(=O)Nc3ccccc3F)o2)cc1	5.0
O=[N+]([O-])c1cc(-c2ccc(/C=N\n3cnnc3)o2)cc([N+](=O)[O-])c1	0.2
Cc1ccc2occ(C(c3nnnn3C3CCCC3)N3CCN(C(=O)c4ccco4)CC3)c(=O)c2c1 (stereo unspecified)	3.8
O=C(CCl)Nc1cccc(-c2cnc3ccccc3n2)c1	-6.0
O=C(O)CCc1nc2ccccc2c(=O)[nH]1	4.9
O=C(c1ccc2ccccc2c1)N1CCN(c2ccc([N+](=O)[O-])c(N3CCOCC3)c2)CC1	2.6

By substructure: the compounds so far with a CF3 group (five)
SMILES	TTR transcr act
CCCC1CCC2(CC1)CCC2OC(=S)Nc1ccccc1C(F)(F)F (stereo unspecified)	-0.2
O=C(CCNS(=O)(=O)c1ccccc1C(F)(F)F)N1CCN(S(=O)(=O)c2cccc(Cl)c2)CC1	-1.5
CC1=C([N+](=O)[O-])C(c2ccccc2C(F)(F)F)NC(=O)N1C (stereo unspecified)	0.9
CNc1nc(-c2ccccc2)cc(C(F)(F)F)c1C#N	-0.8
O=C(CN1CCN(S(=O)(=O)c2ccc(F)cc2)CC1)Nc1cccc(C(F)(F)F)c1	-0.9

This is a subset; rates above refer to the full screens.
